From PubChem BioAssay
RGS7-Gao: human RGS7-Galphao interaction regulation | binding response (% of control), % at 10 µM | 0.35% of 220,000 active | P09471 | Multiplexed bead flow cytometry, RGS7-Galphao binding; actives lie on both sides; in the data active = binding response below about 49% or above about 150%; inconclusive = no clear call, values can overlap the other calls; inactive = in between;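 also: fluorescent Galphao held in activated GDP-AlF4 state binding bead-coupled RGS7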
Mcl1-Bid inh: Mcl-1/Bid interaction inhibition | TR-FRET Mcl-1/Bid-Dy647 peptide binding, 1536-well | inhibition, % at 21.7 µM | 0.97% of 220,000 active;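 active = compounds that cut the binding signal by more than half at the single screening dose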;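 also: His-tagged Mcl-1 with europium anti-His antibody binding Bid BH3 peptide; 0% = Mcl-1 plus peptide wells and 100% = peptide-only wells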
Target sequence (Q07820 whole entry, looked up): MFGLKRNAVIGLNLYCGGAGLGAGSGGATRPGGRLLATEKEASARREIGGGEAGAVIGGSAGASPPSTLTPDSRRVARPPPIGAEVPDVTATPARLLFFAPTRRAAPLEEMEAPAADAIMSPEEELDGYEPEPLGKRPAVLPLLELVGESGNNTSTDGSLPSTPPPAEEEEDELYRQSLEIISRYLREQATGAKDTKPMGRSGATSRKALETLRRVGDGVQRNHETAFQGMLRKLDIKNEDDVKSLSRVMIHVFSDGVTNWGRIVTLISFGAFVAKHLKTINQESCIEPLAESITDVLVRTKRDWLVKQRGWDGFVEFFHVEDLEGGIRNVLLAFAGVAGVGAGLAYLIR
Mcl1 Noxa PPI: disrupts binding of human Mcl-1 to Noxa peptide. AID 1022. inhibition, % at 21.7 µM. TR-FRET Mcl-1/Noxa peptide binding, 2 h. 1.5% of 220,000 active;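 active = compounds that cut the protein-peptide binding signal by more than 50% relative to plate controls in a single-dose test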;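 also: His-tagged Mcl-1 with rhodamine Noxa BH3 peptide and terbium anti-His antibody; 0% = Mcl-1 plus Noxa peptide wells and 100% = peptide-only wells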
Bcl-B Bim block: human Bim-Bcl-B interaction inhibition; Q9HD36; bead-based flow cytometry, Bim peptide-Bcl-B binding; inhibition, % at 10 µM; 0.073% of 190,000 active;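 also: 0% = tracer peptide without compound and 100% = reference inhibitor peptide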
Target sequence (Q9HD36 whole entry, looked up): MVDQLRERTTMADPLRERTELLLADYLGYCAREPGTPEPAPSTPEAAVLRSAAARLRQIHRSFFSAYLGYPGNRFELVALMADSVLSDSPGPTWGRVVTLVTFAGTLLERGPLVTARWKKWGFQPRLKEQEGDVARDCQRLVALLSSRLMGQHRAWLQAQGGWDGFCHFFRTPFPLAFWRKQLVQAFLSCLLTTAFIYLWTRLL
Mcl-1 Bim block: human Bim-Mcl-1 interaction inhibition | inhibition, % at 10 µM | Bead-based flow cytometry, Bim peptide-Mcl-1 binding | AID 1009 | 0.1% of 190,000 active | Q07820;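 also: 0% = no compound tracer wells and 100% = peptide blocker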
RGS8-Gao reg: human RGS8-Galphao interaction regulation; P09471; multiplexed bead flow cytometry, RGS8-Galphao binding; actives lie on both sides; response (percent of control binding), % at 10 µM; 0.34% of 220,000 active; AID 1423; in the data active = response below about 60% or above about 140%; inactive = in between;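 also: Galphao activated as the GDP aluminium fluoride complex binding bead-coupled RGS8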
Bim-Bfl-1: inhibitors of Bim-Bfl-1 interaction, human; AID 1008; Bead-based flow cytometry, Bim-Bfl-1 binding inhibition; 0.12% of 190,000 active; Q16548; inhibition, % at 10 µM;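 also: 0% = wells without compound plus tracer and 100% = blocker peptide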
Bcl-XL Bim block: human Bim-Bcl-XL interaction inhibition; Bim peptide-Bcl-XL binding, bead flow cytometry, fluorescence; inhibition, % at 10 µM; 0.04% of 190,000 active; AID 1007
Target sequence (Q07817 whole entry, looked up): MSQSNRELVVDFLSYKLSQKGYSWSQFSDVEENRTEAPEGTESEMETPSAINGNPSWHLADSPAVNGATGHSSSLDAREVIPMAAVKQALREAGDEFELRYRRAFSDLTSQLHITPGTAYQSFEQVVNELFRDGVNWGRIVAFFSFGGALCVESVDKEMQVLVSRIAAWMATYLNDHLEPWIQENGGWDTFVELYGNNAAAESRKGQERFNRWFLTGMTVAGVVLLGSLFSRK
RGS4-Gao reg: human RGS4-Galphao interaction regulation; binding response (% of control), % at 10 µM; Multiplexed bead flow cytometry, RGS4-Galphao binding; actives lie on both sides; AID 1415; 0.33% of 220,000 active; in the data active = binding response below about 49% or above about 150%; inactive = in between;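 also: fluorescent Galphao activated with aluminum fluoride binding bead-coupled RGS4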
Bcl-W Bim block: inhibitors of Bim-Bcl-W interaction, human. Q92843. bead-based flow cytometry, Bim peptide-Bcl-W binding. inhibition, % at 10 µM. 0.02% of 190,000 active. AID 952;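 also: 0% = bound tracer without compound and 100% = peptide blocker; higher means less fluorescent Bim peptide bound to Bcl-W beads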
Target sequence (Q92843 whole entry, looked up): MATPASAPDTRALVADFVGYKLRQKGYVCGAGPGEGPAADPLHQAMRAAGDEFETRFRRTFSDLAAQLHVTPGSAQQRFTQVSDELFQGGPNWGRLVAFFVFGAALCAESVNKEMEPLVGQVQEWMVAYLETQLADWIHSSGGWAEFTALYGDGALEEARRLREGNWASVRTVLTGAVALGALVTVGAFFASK
Bim-Bcl-2: inhibitors of Bim-Bcl-2 interaction, human. P10415. Bead-based flow cytometry, Bim peptide-Bcl-2 binding. inhibition, % at 10 µM. 0.06% of 190,000 active; in the data active = inhibition above about 40%; inconclusive = no clear call, values can overlap the other calls;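 also: 0% = no compound wells with probe peptide and 100% = reference peptide inhibitor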
* = called active by the depositor. Rule as the data show it, unless noted: active = inhibition above about 40%.

Results for Nc1nc(CSc2ncn(-c3ccccc3)n2)cs1 ?
RGS7-Gao: 97; Mcl1-Bid inh: -7; Mcl1 Noxa PPI: 14; Bcl-B Bim block: -9; Mcl-1 Bim block: -5; RGS8-Gao reg: 101; Bim-Bfl-1: -21; Bcl-XL Bim block: -8; RGS4-Gao reg: 98; Bcl-W Bim block: -2; Bim-Bcl-2: -14

What do the screens show for `CCOc1ccc(NC(=S)NNc2ccnc3cc(Cl)ccc23)cc1`?
RGS7-Gao: inconclusive; Mcl1-Bid inh: -42; Mcl1 Noxa PPI: 29; Bcl-B Bim block: -51; Mcl-1 Bim block: -12; RGS8-Gao reg: 100; Bim-Bfl-1: 20; Bcl-XL Bim block: -12; RGS4-Gao reg: 102; Bcl-W Bim block: -1; Bim-Bcl-2: -2

What do the screens show for `CCS(=O)(=O)N1CCC(C(=O)Nc2cccc(C(C)=O)c2)CC1`?
RGS7-Gao: 103; Mcl1-Bid inh: -8; Mcl1 Noxa PPI: 9; Bcl-B Bim block: -9; Mcl-1 Bim block: 0; RGS8-Gao reg: 97; Bim-Bfl-1: -11; Bcl-XL Bim block: -2; RGS4-Gao reg: 101; Bcl-W Bim block: 0; Bim-Bcl-2: -9

What do the screens show for `CCn1c(=O)c(C(=O)CN2CCCc3ccccc32)c(N)n(Cc2ccccc2)c1=O`?
RGS7-Gao: 103; Mcl1-Bid inh: -12; Mcl1 Noxa PPI: 8; Bcl-B Bim block: -6; Mcl-1 Bim block: -6; RGS8-Gao reg: 105; Bim-Bfl-1: -18; Bcl-XL Bim block: -7; RGS4-Gao reg: 106; Bcl-W Bim block: -3; Bim-Bcl-2: -15

How did O=c1c2c(nc3n1CCCCC3)sc1c(O)c(Br)ccc12 do in these assays?
RGS7-Gao: 96; Mcl1-Bid inh: -65; Mcl1 Noxa PPI: 28; Bcl-B Bim block: -7; Mcl-1 Bim block: 0; RGS8-Gao reg: 97; Bim-Bfl-1: -8; Bcl-XL Bim block: -10; RGS4-Gao reg: 94; Bcl-W Bim block: 4; Bim-Bcl-2: -7

How did Cc1cc(N2CCOCC2)n2cc(-c3ccccc3)nc2n1 do in these assays?
RGS7-Gao: 105; Mcl1-Bid inh: -13; Mcl1 Noxa PPI: 16; Bcl-B Bim block: -1; Mcl-1 Bim block: 2; RGS8-Gao reg: 103; Bim-Bfl-1: -1; Bcl-XL Bim block: 0; RGS4-Gao reg: 101; Bcl-W Bim block: -1; Bim-Bcl-2: -1

What do the screens show for `CCCCN(C(=O)c1cnc2n(c1=O)CCS2)c1ccccc1`?
RGS7-Gao: 101; Mcl1-Bid inh: -16; Mcl1 Noxa PPI: 11; Bcl-B Bim block: 0; Mcl-1 Bim block: 0; RGS8-Gao reg: 101; Bim-Bfl-1: -7; Bcl-XL Bim block: 0; RGS4-Gao reg: 104; Bcl-W Bim block: 2; Bim-Bcl-2: -4

Results for O=C1CC(Sc2nnnn2-c2ccccc2)C(=O)N1c1cccc(Cl)c1 (centres undefined) ?
RGS7-Gao: 89; Mcl1-Bid inh: -14; Mcl1 Noxa PPI: 50; Bcl-B Bim block: -10; Mcl-1 Bim block: -2; RGS8-Gao reg: 91; Bim-Bfl-1: -17; Bcl-XL Bim block: 1; RGS4-Gao reg: 94; Bcl-W Bim block: -4; Bim-Bcl-2: -5

How did CN1CCN(CCC(=O)N/N=C/C=C2\N(C)c3ccccc3C2(C)C)CC1 do in these assays?
RGS7-Gao: inconclusive; Mcl1-Bid inh: -24; Mcl1 Noxa PPI: 15; Bcl-B Bim block: 1; Mcl-1 Bim block: -5; RGS8-Gao reg: 101; Bim-Bfl-1: 3; Bcl-XL Bim block: -1; RGS4-Gao reg: 100; Bcl-W Bim block: -2; Bim-Bcl-2: 0

Results for CC(C)(C)C(=O)Cn1c(NCCO)nc2ccccc21 ?
RGS7-Gao: 103; Mcl1-Bid inh: 4; Mcl1 Noxa PPI: 41; Bcl-B Bim block: -2; Mcl-1 Bim block: -6; RGS8-Gao reg: 103; Bim-Bfl-1: -3; Bcl-XL Bim block: 0; RGS4-Gao reg: 101; Bcl-W Bim block: -2; Bim-Bcl-2: 0

What do the screens show for `CCOc1ccc(CCNC(=O)c2cc3sc(Cl)cc3n2C)cc1OCC`?
RGS7-Gao: 104; Mcl1-Bid inh: -22; Mcl1 Noxa PPI: 0; Bcl-B Bim block: -6; Mcl-1 Bim block: 0; RGS8-Gao reg: 102; Bim-Bfl-1: -5; Bcl-XL Bim block: 4; RGS4-Gao reg: 108; Bcl-W Bim block: 1; Bim-Bcl-2: -3

What do the screens show for `COc1cc(NC(=O)c2cc(-c3ccco3)on2)c(OC)cc1Cl`?
RGS7-Gao: 102; Mcl1-Bid inh: -18; Mcl1 Noxa PPI: -20; Bcl-B Bim block: -7; Mcl-1 Bim block: -1; RGS8-Gao reg: 102; Bim-Bfl-1: -15; Bcl-XL Bim block: -3; RGS4-Gao reg: 102; Bcl-W Bim block: -2; Bim-Bcl-2: -4

How did NC(=O)Cc1cn(-c2ncc(C(F)(F)F)cc2Cl)c2ccccc12 do in these assays?
RGS7-Gao: 93; Mcl1-Bid inh: 0; Mcl1 Noxa PPI: 1; Bcl-B Bim block: -7; Mcl-1 Bim block: 0; RGS8-Gao reg: 99; Bim-Bfl-1: -11; Bcl-XL Bim block: -5; RGS4-Gao reg: 100; Bcl-W Bim block: -1; Bim-Bcl-2: -9

Results for CCOc1ccc(N(CC(=O)N2CCCC2)S(=O)(=O)c2c(C)noc2C)cc1 ?
RGS7-Gao: 101; Mcl1-Bid inh: -10; Mcl1 Noxa PPI: 5; Bcl-B Bim block: -7; Mcl-1 Bim block: -1; RGS8-Gao reg: 104; Bim-Bfl-1: -10; Bcl-XL Bim block: -5; RGS4-Gao reg: 100; Bcl-W Bim block: 0; Bim-Bcl-2: -4

How did Cc1cccc(C)c1NC(=O)COc1ccccc1C(=O)Nc1ccc(Br)cn1 do in these assays?
RGS7-Gao: 98; Mcl1-Bid inh: -7; Mcl1 Noxa PPI: -25; Bcl-B Bim block: -6; Mcl-1 Bim block: -4; RGS8-Gao reg: 102; Bim-Bfl-1: 0; Bcl-XL Bim block: -7; RGS4-Gao reg: 99; Bcl-W Bim block: -2; Bim-Bcl-2: -1

What do the screens show for `CCc1nc2ccccc2n1CC(C)C(=O)O` (centres undefined)?
RGS7-Gao: 97; Mcl1-Bid inh: 10; Mcl1 Noxa PPI: 18; Bcl-B Bim block: -5; Mcl-1 Bim block: -3; RGS8-Gao reg: 109; Bim-Bfl-1: 0; Bcl-XL Bim block: -6; RGS4-Gao reg: 100; Bcl-W Bim block: -4; Bim-Bcl-2: 1

How did Fc1ccc(-c2cc(C(F)(F)F)nc(N3CCCCC3)n2)cc1 do in these assays?
RGS7-Gao: 95; Mcl1-Bid inh: -2; Mcl1 Noxa PPI: -18; Bcl-B Bim block: -1; Mcl-1 Bim block: 0; RGS8-Gao reg: 101; Bim-Bfl-1: -1; Bcl-XL Bim block: 0; RGS4-Gao reg: 93; Bcl-W Bim block: 0; Bim-Bcl-2: 0

How did CN(C)/C=C/c1[nH]c(=O)[nH]c(=O)c1[N+](=O)[O-] do in these assays?
RGS7-Gao: inconclusive; Mcl1-Bid inh: -143; Mcl1 Noxa PPI: -10; RGS8-Gao reg: 98; RGS4-Gao reg: 101

How did Cc1cc(F)ccc1S(=O)(=O)Nc1ccccc1C(=O)Nc1ccc2[nH]c(=O)[nH]c2c1 do in these assays?
RGS7-Gao: 96; Mcl1-Bid inh: -6; Mcl1 Noxa PPI: -10; Bcl-B Bim block: -2; Mcl-1 Bim block: -4; RGS8-Gao reg: 97; Bim-Bfl-1: -1; Bcl-XL Bim block: -7; RGS4-Gao reg: 97; Bcl-W Bim block: -3; Bim-Bcl-2: 3

What do the screens show for `O=C(Nc1ccccc1)Nc1nnc(-c2ccccc2)o1`?
RGS7-Gao: 90; Mcl1-Bid inh: -42; Mcl1 Noxa PPI: -56; Bcl-B Bim block: 1; Mcl-1 Bim block: 1; RGS8-Gao reg: 102; Bim-Bfl-1: -2; Bcl-XL Bim block: 0; RGS4-Gao reg: 84; Bcl-W Bim block: -2; Bim-Bcl-2: -1

Results for CN1c2ccccc2Oc2nnc(Cl)cc21 ?
RGS7-Gao: inconclusive; Mcl1-Bid inh: -19; Mcl1 Noxa PPI: 9; Bcl-B Bim block: -2; Mcl-1 Bim block: 0; RGS8-Gao reg: 93; Bim-Bfl-1: -6; Bcl-XL Bim block: -2; RGS4-Gao reg: 95; Bcl-W Bim block: -4; Bim-Bcl-2: -3

What do the screens show for `O=C(COc1ccc(Cl)cc1)Nc1ccc(Cc2ccncc2)cc1`?
RGS7-Gao: 97; Mcl1-Bid inh: -2; Mcl1 Noxa PPI: 20; Bcl-B Bim block: -9; Mcl-1 Bim block: -1; RGS8-Gao reg: 102; Bim-Bfl-1: -2; Bcl-XL Bim block: -6; RGS4-Gao reg: 98; Bcl-W Bim block: -3; Bim-Bcl-2: -6

Results for CCC(C(=O)O/N=C(\N)c1cccc(C)c1)c1ccccc1 (centres undefined) ?
RGS7-Gao: 98; Mcl1-Bid inh: -23; Mcl1 Noxa PPI: 19; Bcl-B Bim block: -2; Mcl-1 Bim block: -2; RGS8-Gao reg: 100; Bim-Bfl-1: -1; Bcl-XL Bim block: 0; RGS4-Gao reg: 102; Bcl-W Bim block: 0; Bim-Bcl-2: -4

What do the screens show for `CCN(CC)S(=O)(=O)c1ccc(OC)c(NC(=O)CSc2ccccc2)c1`?
RGS7-Gao: 98; Mcl1-Bid inh: -23; Mcl1 Noxa PPI: 4; Bcl-B Bim block: -10; Mcl-1 Bim block: -7; RGS8-Gao reg: 99; Bim-Bfl-1: -20; Bcl-XL Bim block: -12; RGS4-Gao reg: 95; Bcl-W Bim block: -3; Bim-Bcl-2: -13

What do the screens show for `NS(=O)(=O)c1ccc(NC(=O)c2c(F)cccc2Cl)cc1`?
RGS7-Gao: inconclusive; Mcl1-Bid inh: -3; Mcl1 Noxa PPI: 5; RGS8-Gao reg: 96; RGS4-Gao reg: 88

What do the screens show for `Cc1ccc(NC(=O)COC(=O)/C=C/c2ccc(Br)o2)cc1S(=O)(=O)N(C)C`?
RGS7-Gao: 93; Mcl1-Bid inh: -15; Mcl1 Noxa PPI: 20; Bcl-B Bim block: 0; Mcl-1 Bim block: -1; RGS8-Gao reg: 95; Bim-Bfl-1: 2; Bcl-XL Bim block: -1; RGS4-Gao reg: 95; Bcl-W Bim block: -2; Bim-Bcl-2: 0

How did CCN(C(=O)COc1ccc(C)nc1[N+](=O)[O-])C1CCS(=O)(=O)C1 (centres undefined) do in these assays?
RGS7-Gao: 101; Mcl1-Bid inh: -25; Mcl1 Noxa PPI: 3; Bcl-B Bim block: -7; Mcl-1 Bim block: -5; RGS8-Gao reg: 104; Bim-Bfl-1: -1; Bcl-XL Bim block: -5; RGS4-Gao reg: 104; Bcl-W Bim block: -4; Bim-Bcl-2: -2

Results for CCC(C)[C@H](NC(=O)N1CCN(c2cccc(C(F)(F)F)c2)CC1)C(=O)OC (some centres undefined) ?
RGS7-Gao: 99; Mcl1-Bid inh: -33; Mcl1 Noxa PPI: -1; Bcl-B Bim block: -4; Mcl-1 Bim block: 0; RGS8-Gao reg: 102; Bim-Bfl-1: -10; Bcl-XL Bim block: -6; RGS4-Gao reg: 99; Bcl-W Bim block: 3; Bim-Bcl-2: -5
